Screens deposited in PubChem by The Scripps Research Institute Molecular Screening Center.
CHO parental Ca: signal in parental CHO cells, OX1R antagonist counter-screen | inhibition, % at 5.6 µM | parental CHO-K1, ATP-induced calcium, Fluo-8 fluorescence | 0.63% of 330,000 active;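 active means inhibition above that plate's mean sample inhibition plus 3 SD, cut at about 26% in these data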;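 further: 0% = ATP-challenged DMSO wells and 100% = DMSO wells without ATP; some compounds past the cut are filed as inactive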
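test system = CHO parental line | reagent = ATP stimulus | measured by = intracellular calcium via Fluo-8 no-wash fluorescent dye | control set = ATP and no-ATP DMSO wells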
CHO-K1 Ca PAM: counter-screen for M1 PAMs: effect in parental CHO-K1 cells. ATP EC20, Fluo-8 calcium fluorescence; 0% at ATP EC20, 100% at ATP max. activation, % at 3 µM. 0.02% of 360,000 active;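 active means activation above the run cutoff, the mean activation of all test compounds plus 3 SD, cut at about 40% in these data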;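 further: peak over basal fluorescence ratio in a 140 s read after ATP addition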
V1R ag counter: V1a receptor agonism, counter-screen for OXTR agonists | P37288 | 0.25% of 320,000 active | activation, % at 3 µM | AID 2797 | CHO-V1R cells, Fluo-8 calcium fluorescence, agonist mode; 0% DMSO, 100% 3 nM vasopressin;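 active means activation above the mean activation of all tested compounds plus 3 SD, per screening run, cut at about 20% in these data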;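 further: signal is peak over basal fluorescence ratio across a 100 second FLIPR read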
Target sequence (P37288 whole entry, looked up): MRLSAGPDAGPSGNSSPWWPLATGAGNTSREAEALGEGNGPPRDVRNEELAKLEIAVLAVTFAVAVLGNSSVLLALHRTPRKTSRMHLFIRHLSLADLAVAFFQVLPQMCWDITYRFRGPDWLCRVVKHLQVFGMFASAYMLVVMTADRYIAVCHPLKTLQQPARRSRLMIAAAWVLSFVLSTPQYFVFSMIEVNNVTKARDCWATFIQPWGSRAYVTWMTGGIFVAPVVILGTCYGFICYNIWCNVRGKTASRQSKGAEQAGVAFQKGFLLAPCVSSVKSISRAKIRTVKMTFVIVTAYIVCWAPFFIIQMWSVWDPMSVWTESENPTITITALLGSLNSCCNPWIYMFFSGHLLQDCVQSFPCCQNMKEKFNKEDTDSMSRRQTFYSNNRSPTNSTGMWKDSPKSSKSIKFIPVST
M1 ag parental: counter-screen for M1 agonists: effect in parental CHO-K1 cells. Fluo-8 calcium fluorescence; scaled to maximal ATP response, vehicle zero. activation, % at 3 µM. 0.48% of 360,000 active. AID 602248; in the data active means activation above about 15%;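 further: untransfected CHO-K1 host cells lacking M1 receptor as counterscreen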
OXTR potentiator: potentiates the human oxytocin receptor response | AID 2445 | CHO-OTR cells, Fluo-8 calcium fluorescence, potentiator mode; 0% = oxytocin EC15, 100% = EC100 | 0.061% of 320,000 active | P30559 | activation, % at 3 µM;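 active means activation above that plate's cutoff, the mean activation of tested compounds plus 3 SD, cut at about 6.6% in these data, passing the limit was not always enough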;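 further: 100% uses oxytocin at 75 nM as the full agonist control; some results filed as inactive read as strong as hits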
Target sequence (P30559 whole entry, looked up): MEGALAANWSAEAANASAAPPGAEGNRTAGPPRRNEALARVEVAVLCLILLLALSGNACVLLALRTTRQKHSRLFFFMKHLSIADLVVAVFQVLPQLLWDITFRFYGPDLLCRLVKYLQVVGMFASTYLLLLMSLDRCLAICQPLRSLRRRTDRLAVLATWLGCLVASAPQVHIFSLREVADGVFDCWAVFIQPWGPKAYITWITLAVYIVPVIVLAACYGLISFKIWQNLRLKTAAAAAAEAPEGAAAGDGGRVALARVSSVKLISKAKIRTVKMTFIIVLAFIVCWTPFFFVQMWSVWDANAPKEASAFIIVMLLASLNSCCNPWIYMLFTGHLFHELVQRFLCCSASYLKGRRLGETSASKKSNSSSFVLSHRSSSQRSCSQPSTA
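Measured by – Fluo-8 calcium dye fluorescence · Test system – human OTR in CHO cells · Dosing – one concentration, 3.0 µM compound · Controls – EC15 oxytocin alone as 0%, 75 nM oxytocin as 100% · Evaluation – normalized max/min fluorescence ratio, % activation · Timing – 6 min pre-incubation, 100 s read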
TAAR1 agonist: agonists of human TAAR1. Q96RJ0. CHO RD-HGA16 TAAR1, Fluo-8 calcium fluorescence; vehicle wells 0%, saturating PEA agonist 100%. activation, % at 3 µM. 0.99% of 360,000 active. AID 624467;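 active means activation above the mean activation of all test compounds in the run plus 3 SD, cut at about 38% in these data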
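test system = CHO RD-HGA16 cells carrying human TAAR1 plus Gα16 | schedule = 17-24 h seeding, 75 min 37 °C dye, 30 min RT | compound dosing = 3 µM single concentration | control set = DMSO and PEA EC100 | replicates = n 1 | signal = Fluo-8 fluorescence, 5 s baseline then 140 s kinetic read | measure = percent activation vs PEA EC100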
CHRM1 agonist: human M1 muscarinic receptor agonism. P11229. CHO-K1 hM1, Fluo-8 calcium fluorescence, agonist mode; 0% DMSO, 100% acetylcholine EC100. activation, % at 3 µM. 0.33% of 360,000 active;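 active means activation above the run's mean compound activation plus 3 SD, cut at about 16% in these data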;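 further: peak over basal fluorescence ratio within a 140 s kinetic read after compound addition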
TAAR1 antag: human TAAR1 antagonism; Q96RJ0; CHO RD-HGA16 TAAR1, Fluo-8 calcium fluorescence, antagonist; inhibition, % at 3 µM; 1.5% of 360,000 active; AID 624466;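 active means inhibition above a per-plate cutoff, the mean inhibition of test compounds on that plate plus 3 SD, cut at about 49% in these data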;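 further: 0% = DMSO plus EC80 beta-PEA response and 100% = DMSO alone without agonist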
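System: CHO RD-HGA16 cells bearing hTAAR1. Reagent: EC80 β-phenethylamine stimulus. Schedule: seeding 17-24 h prior, 75-min 37 °C, 30-min RT dye loading. Signal: Fluo-8 intracellular calcium dye fluorescence, real-time kinetic reads. Read-out: % inhibition from peak post-agonist over basal fluorescence ratio. Benchmarks: vehicle wells and EC80 agonist wells. Replicates: n of 1.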
CHO-K1 Ca antag: counter-screen for M1 antagonists: effect in parental CHO-K1 cells; ATP-induced calcium, Fluo-8 fluorescence; inhibition, % at 3 µM; 0.6% of 360,000 active; AID 602250;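 active means inhibition above a per-plate cutoff, the plate's mean sample inhibition plus 3 SD, cut at about 24% in these data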;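 further: 0% = DMSO plus EC80 ATP and 100% = DMSO alone without ATP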
Starred values were filed as active, the others as inactive; nt = not tested or not shown.

SMILES	CHO parental Ca	CHO-K1 Ca PAM	V1R ag counter	M1 ag parental	OXTR potentiator	TAAR1 agonist	CHRM1 agonist	TAAR1 antag	CHO-K1 Ca antag
CCOC(=O)CSc1nnc([C@H](Cc2ccccc2)NC(=O)OC(C)(C)C)o1	-14	16	0.6	2.0	-8	5	-3	-2	-7
CCCCN(Cc1cc2cc(OC)ccc2[nH]c1=O)C(=O)COc1ccccc1	-11	5	-0.8	0.0	-13	5	-3	-8	-10
O=C(Nc1cccc(C(F)(F)F)c1)c1cc2c(s1)-c1ccccc1OC2	-18	14	-0.4	0.9	-1	4	0	24	-8
Nn1c(SCC(=O)Nc2ccccc2C(F)(F)F)nncc1=O	-9	-6	-0.9	0.0	0	4	-2	-13	-1
CCCOc1ccc(C(=O)OCC(=O)c2c(N)n(C)c(=O)n(C)c2=O)cc1OCC	-4	9	0.9	0.0	3	13	-2	8	-21
COCCNC(=O)/C(C#N)=C/c1nc(N(C)C)n(-c2ccc(F)cc2)c1Cl	-8	21	-0.3	1.4	-14	2	-3	-4	-13
C[C@@H]1Cn2cnc(C(=O)NCc3ccc(CNC(=O)OC(C)(C)C)cc3)c2C(=O)N1	nt	8	nt	0.3	nt	1	-2	-1	-2
CCOc1cc(CNCCc2ccc(S(N)(=O)=O)cc2)ccc1OCc1ccccc1	13	4	8.2	12	-12	16	-4	15	10
Cc1ccccc1CCN(C(=O)Cn1nnc2ccccc21)C(C(=O)NC(C)(C)C)c1ccsc1 (centres undefined)	-19	-11	1.4	0.2	3	8	6	-32	-15
Cc1cc(C)nc(NC(=NCCc2c[nH]c3ccccc23)NC(=O)Nc2ccc(Cl)cc2)n1	-8	-3	-0.6	0.4	-14	-1	-7	12	1
COc1ccccc1NC(=O)CN1CCN(C(=O)C2CCCO2)CC1 (centres undefined)	4	13	-0.3	1.7	4	0	-1	-1	-15
CC(=O)c1c(C)[nH]c(=S)c(C#N)c1-c1ccc(F)cc1	4	12	-1.8	0.2	5	1	-4	-10	-1
CC(=O)c1ccc(OCCCC(=O)NCCc2ccccc2)cc1	-19	2	3.1	0.3	-12	14	-3	-8	4
O=C(/C=C/c1ccccc1Cl)Nc1ccc(-c2nnc3n2CCCCC3)cc1	-19	13	0.9	0.1	-5	4	-4	-3	1
COc1ccc(NS(=O)(=O)c2cc3c(cc2C)N(C)CCO3)cc1	-2	-5	-0.1	6.7	-2	1	1	-2	9
CC(C)(C)NC(=O)C(c1ccccc1)N(C(=O)CNC(=O)c1cccs1)c1cccnc1 (centres undefined)	-6	12	0.0	1.0	-9	4	-3	-3	-13
COC(=O)c1cccc(OCC(O)Cn2ccnc2)c1 (centres undefined)	-3	0	-0.1	0.3	-9	16	-3	-14	-3
Cc1csc(/N=C/c2ccc([N+](=O)[O-])cc2)n1	-4	12	-0.2	0.9	3	0	-6	9	-10
Cc1cccc(NC(=O)CCN2CC(C)OC(C)C2)c1 (centres undefined)	-7	5	0.3	0.6	8	5	-5	-10	-15
CCCc1cc(C(=O)N2CCCC(CO)(CCCc3ccccc3)C2)n(C)n1 (centres undefined)	nt	-20	nt	0.6	nt	0	-1	-13	-3
CCCc1ccc(C(=O)/C=C/N(C)C)cc1	-26	9	-0.7	1.1	-9	-2	-2	-14	-17
COc1ccc2[nH]c3c(c2c1)CCn1c-3nc2ccccc2c1=O	-7	25	-0.9	0.2	-5	nt	-4	nt	-1
CCn1c(O)c(C=NC2CCCC(C)C2C)sc1=S (centres undefined)	-20	11	-0.4	2.9	-3	11	-5	-4	-10
CC(=O)Nc1cc2nn(-c3ccccc3)nc2cc1Cl	-1	17	1.2	0.2	-3	0	-3	4	-5
O=C(CNC(=O)c1cccs1)OCC(=O)c1ccc(Cl)cc1	-3	14	0.8	0.7	-4	0	-6	3	-1
SMILES	CHO parental Ca	CHO-K1 Ca PAM	V1R ag counter	M1 ag parental	OXTR potentiator	TAAR1 agonist	CHRM1 agonist	TAAR1 antag	CHO-K1 Ca antag
COc1ccccc1OCCNC(=O)Cc1ccc(S(=O)(=O)N2CCOCC2)s1	6	-13	-1.8	0.5	-15	3	-1	-16	1
CCC(=O)Nc1ccc(C(=O)n2nc(C)cc2C)cc1	-18	12	-1.0	0.0	-7	0	-5	11	-11
COC(=O)c1cc2occc2n1CC(=O)Nc1ccc(OC)c(OC)c1	-7	10	-0.2	0.4	-7	22	-6	-12	-5
CC(OC(=O)CNC(=O)c1ccc(Br)cc1)C(=O)NC1CCCCC1C (centres undefined)	-12	9	3.9	2.8	-7	1	1	4	-3
CCOc1ccccc1NC(=O)C(OC(=O)C1CC1)c1ccccc1 (centres undefined)	-18	18	-1.4	0.7	0	1	-4	-23	-11
CCCCOc1ccccc1C(=O)NNC(=S)NC(=O)c1ccccc1[N+](=O)[O-]	-9	-3	8.6	14	-14	85*	19*	34	1
O=C(COc1cc(Cl)c(Cl)cc1Cl)Nc1ccc([N+](=O)[O-])cc1Cl	-2	5	0.3	0.3	-14	2	-2	-7	-14
Cc1ccc(-n2c(C)c(C)c3c(NCCO)ncnc32)cc1	-19	14	-0.7	1.3	-4	2	-6	-10	-8
Cc1ccc(C)c(NC(=S)NNC(=O)c2csc3c2CCC(C)C3)c1 (centres undefined)	-10	-6	-0.1	1.4	-1	5	-1	-12	2
CCn1cc(C=C2C(=O)c3ccccc3C2=O)c2ccccc21	nt	-5	nt	0.7	nt	3	-4	20	7
Cc1ccc(CNc2cc(-c3nn4c(C)nnc4s3)ccc2C)s1	-21	-8	-1.0	-0.6	-3	3	-10	1	-2
CCCSc1nc(C)c(CC(=O)OCC)c(=O)[nH]1	3	6	0.0	0.2	-10	2	-4	-6	-5
CN(C)c1ccc(NC(=O)c2sc(SCC(=O)Nc3ccc(Br)cc3)nc2N)cc1	0	-5	0.1	0.0	-1	6	-3	0	8
Cc1cc(C)n(CCC(=O)Nc2ccc(-c3ccno3)cc2)n1	-5	14	1.6	0.8	-7	1	0	-11	-9
c1ccc2c(-c3cnc4cccnn34)cncc2c1	nt	-6	nt	0.3	nt	1	-2	8	-7
CCCNC(=O)c1cc2c(C(F)(F)F)nn(C)c2s1	-10	25	-0.1	0.2	-7	5	1	6	-15
N#C/C(=C/c1ccc(CNC(=O)C(=O)Nc2cc(Cl)cc(Cl)c2)o1)C(=O)NCc1cccnc1	-13	6	-0.8	0.0	-5	4	-8	-11	-7
CCOC(=O)c1c(NC(=O)CSc2nc3cccnc3n2C)sc(C(C)=O)c1C	-8	12	-0.7	0.1	-3	nt	-4	nt	1
CN(Cc1c(C(=O)N/N=C/c2cccc(F)c2)nnn1-c1nonc1N)c1ccccc1	-7	11	5.0	4.8	-11	5	-1	25	-18
CC(C)(C)c1ccc(C(=O)NCC(=O)N/N=C/c2cccnc2)cc1	7	-2	0.1	1.5	-15	12	-4	-6	-13
CCOC(=O)C1=C(C)NC(C)=C(C(=O)OCC)C1C1=COCCO1	-9	-6	-0.3	-0.4	-2	0	-2	11	11
Cc1ccc(S(=O)(=O)C2(C(=O)Nc3nccs3)CC2)cc1	-8	-3	0.2	0.9	0	0	-3	-1	0
Cc1cc(C)nc(NC(=O)c2ccc(OC(C)C)cc2)n1	-7	-6	0.4	-0.1	-11	9	-3	7	16
COC(=O)Cc1c(O)ccn(Cc2ccc3c(c2)OCO3)c1=O	-5	24	1.3	1.4	-16	6	-3	-4	-16
Cc1ccc(S(=O)(=O)NNC(=O)c2ccncc2)cc1	-1	9	1.2	0.2	1	3	-5	9	-2

Shown in markdown: four of the compounds above
| canonical_smiles | CHO parental Ca | CHO-K1 Ca PAM | V1R ag counter | M1 ag parental | OXTR potentiator | TAAR1 agonist | CHRM1 agonist | TAAR1 antag | CHO-K1 Ca antag |
| --- | --- | --- | --- | --- | --- | --- | --- | --- | --- |
| CCC(=O)Nc1ccc(C(=O)n2nc(C)cc2C)cc1 | -18 | 12 | -1.0 | 0.0 | -7 | 0 | -5 | 11 | -11 |
| COC(=O)c1cc2occc2n1CC(=O)Nc1ccc(OC)c(OC)c1 | -7 | 10 | -0.2 | 0.4 | -7 | 22 | -6 | -12 | -5 |
| CC(OC(=O)CNC(=O)c1ccc(Br)cc1)C(=O)NC1CCCCC1C (centres undefined) | -12 | 9 | 3.9 | 2.8 | -7 | 1 | 1 | 4 | -3 |
| CCOc1ccccc1NC(=O)C(OC(=O)C1CC1)c1ccccc1 (centres undefined) | -18 | 18 | -1.4 | 0.7 | 0 | 1 | -4 | -23 | -11 |

The list continues.
SMILES	CHO parental Ca	CHO-K1 Ca PAM	V1R ag counter	M1 ag parental	OXTR potentiator	TAAR1 agonist	CHRM1 agonist	TAAR1 antag	CHO-K1 Ca antag
O=C(NCc1ccncc1)C1=NN(c2ccccc2)C(=O)CC1	1	7	0.3	0.5	0	2	-6	-20	2
CC(C)NC(=S)NC(=O)c1ccc(-c2ccccc2)cc1	-19	7	7.7	1.4	-6	49*	-5	-4	-2
COc1ccc(/C=N/n2c(SC)nnc(C(C)(C)C)c2=O)c(OC)c1	-13	27	0.2	0.2	3	14	-3	-8	-3
CSCCC(NC(=O)c1ccco1)C(=O)NCC(C)(C)N1CCOCC1 (centres undefined)	-8	-6	-0.1	0.1	-8	3	-2	-3	-12
COc1ccc(/C=C(/NC(=O)c2ccccc2)C(=O)N/N=C/c2cccs2)cc1OC	-8	15	0.8	3.0	-6	1	-3	7	-19
CN(C)c1ccc(CC(=O)c2nc3ccccc3s2)cc1	-4	21	-0.3	0.6	-12	-1	-5	13	10
CCOC(=O)/C=C/C(=O)OCC(=O)NC(c1ccccc1)c1ccccc1	-11	5	0.8	3.1	4	3	-8	-35	8
O=C(NCc1ccncc1)/C(=C\c1ccc(F)cc1)NC(=O)c1ccccc1	-13	17	0.0	0.4	-1	0	-7	2	0
O=C(Nc1scc(-c2ccccc2)c1C(=O)O)c1ccc(F)cc1	12	14	1.1	1.2	-16	0	-3	-30	-9
O=C(COC(=O)COc1ccccc1F)NCc1ccco1	8	0	-1.2	1.0	-8	4	0	-11	-2
c1ccc(-c2nc(N3CCCCC3)nc3ccccc23)cc1	-14	15	0.1	0.1	-3	0	-5	-11	-3
CC1CN(C(=O)c2cn3ccccc3n2)CC(C)O1 (centres undefined)	-4	9	-0.9	-0.2	-6	0	0	-6	-8
CC1(C(=O)NS(=O)(=O)c2ccc(C#N)cc2)CCN1C(=O)c1cccc(F)c1 (centres undefined)	nt	2	nt	0.1	nt	5	-1	-22	3
CN(CC(=O)Nc1cccc(F)c1)C(=O)C1CC(=O)N(CCc2ccccc2)C1 (centres undefined)	-16	-10	-0.2	0.1	-3	4	-4	-3	6
Cc1ccc(NCCC(=O)c2ccc(Cl)c(Cl)c2)cc1	-16	1	-0.7	0.0	-3	0	-2	1	-13
